# Assay outcomes (PubChem)
# Cycloheximide cs = Cycloheximide Counterscreen for Small Molecule Inhibitors of Shiga Toxin. cell reporter, cycloheximide protein synthesis inhibition counterscreen. max response, %. 12% of 300,000 active; in the data active = max response mostly above about 13%, no sharp cut-off; inactive = mostly below about 14%; also: read at 38.3 µM for the half of the compounds with a filed dose; 0% is about no effect
# Shiga inhibitor = A qHTS for Small Molecule Inhibitors of Shiga Toxin; Vero cells, Shiga toxin protein synthesis inhibition reporter; inhibition, % at 38.7 µM; 9.2% of 290,000 active; in the data active = inhibition mostly above about 28%, no sharp cut-off; inactive = mostly below about 43%; also: 0% is about no effect
# HCMV inh = qHTS Assay for inhibitors of the human cytomegalovirus (HCMV); HFF cells, HCMV-luciferase reporter, 72 h; active compounds read low; activity change, negative = inhibition, % at 57.5 µM; 4.5% of 410,000 active; in the data active = activity change below about -60%; inconclusive = no clear call, values can overlap the other calls; inactive = above about -39%; also: % is scaled to controls: 0 for no effect and ±100 for the full control effect
#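 Cell-based, HFFs, 1000 cells/well, 16 h 37C; cpds in DMSO + HCMV-luc, MOI 1 PFU/cell; 72 h 37C; OneGlo luminescence after 5 min RT; norm. to buffer vs Salinomycin 10uM.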
# AmpC inh no detg = qHTS Inhibitors of AmpC Beta-Lactamase (assay without detergent). P00811. AmpC nitrocefin hydrolysis, absorbance 480 nm, 0.0001% Triton. Potency, µM (top dose mostly 57.1 µM), for the others: at the highest dose activity change, negative = inhibition, actives largely listed as inhibitors. 0.52% of 330,000 active. AID 485341, 2010;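 also: potency is read from the fitted curve at half-maximal effect; plate controls were no compound for no effect and no enzyme for full effect; nearly all actives have a fitted effect of over 20% in size; some results filed as inactive show a strong effect at the top dose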
# Target sequence (P00811 whole entry, looked up): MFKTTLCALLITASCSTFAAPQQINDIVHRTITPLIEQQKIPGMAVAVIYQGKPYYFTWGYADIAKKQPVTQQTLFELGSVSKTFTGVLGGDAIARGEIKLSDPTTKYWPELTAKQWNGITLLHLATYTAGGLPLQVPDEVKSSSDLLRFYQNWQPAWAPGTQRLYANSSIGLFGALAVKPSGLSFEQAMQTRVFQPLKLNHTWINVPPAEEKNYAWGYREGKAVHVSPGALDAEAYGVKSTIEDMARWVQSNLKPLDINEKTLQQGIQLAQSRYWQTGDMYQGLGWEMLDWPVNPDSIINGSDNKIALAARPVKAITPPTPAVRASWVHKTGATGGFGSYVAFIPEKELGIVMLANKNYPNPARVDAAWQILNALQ
#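 AmpC (5.3 nM in the dispensed reagent) in 20 mM phosphate pH 7.0 with 0.01% (detergent screen) or 0.0001% Triton X-100 was preincubated with compounds for 15 min at room temperature. Nitrocefin was then added from an 800 uM solution, and hydrolysis was followed at 480 nm.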
# Giardia FBPA inh = qHTS Assay for Inhibitors of Fructose-1,6-bisphosphate Aldolase from Giardia Lamblia. 0.71% of 290,000 active. A8B2U2. Potency, µM (highest dose often 59.6 µM), without a hit: at the highest dose activity, negative = inhibition, hits mostly inhibitors. purified Giardia FBPA; also: potency is read from the fitted curve at half-maximal effect; % is scaled to controls: 0 for no effect and ±100 for the full control effect; nearly all actives have a fitted effect of over 55% in size
# Target sequence (A8B2U2 whole entry, looked up): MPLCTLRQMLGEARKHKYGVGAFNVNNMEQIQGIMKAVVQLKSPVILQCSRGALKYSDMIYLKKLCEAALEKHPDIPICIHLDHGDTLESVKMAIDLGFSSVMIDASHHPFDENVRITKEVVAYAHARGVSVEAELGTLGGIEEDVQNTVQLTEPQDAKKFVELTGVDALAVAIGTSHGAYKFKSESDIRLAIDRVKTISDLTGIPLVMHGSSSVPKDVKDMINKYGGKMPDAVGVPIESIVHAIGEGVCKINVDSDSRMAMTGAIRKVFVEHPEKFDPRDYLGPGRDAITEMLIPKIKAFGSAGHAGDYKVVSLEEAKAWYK
#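 40 nM FBPA preincubated 10 min at RT with compound (up to 57.5 uM final), then substrate plus GAPDH/TPI/NAD/arsenate coupling and diaphorase/resazurin added. Fluorescence read after 20 min at RT, 525/598 nm.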
# AMA1-RON2 inh = qHTS for Inhibitors of AMA1-RON; Towards Development of Antimalarial Drug Lead: Primary Screen; AID 720542, 2013; Potency, µM (series often up to 58.2 µM), for inactives: at the top dose activity change, negative = inhibition, hits mostly inhibitors; 0.2% of 360,000 active; AlphaScreen AMA1-biotinylated RON2 peptide binding; Plasmodium falciparum AMA1 (3D7) - RON2 peptide interaction;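 also: potency is read from the fitted curve at half-maximal effect; 0% = vehicle wells and -100% = peptide control; nearly all actives have a fitted effect of over 45% in size; some results filed as inactive show a strong effect at the top dose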
#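 AMA1 (3D7) with his tag at 25 nM final met compounds first, then biotinylated RON2 peptide at 25 nM; detection used donor plus acceptor beads, 10 µg/mL apiece, read by AlphaScreen after 30 min at room temperature.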
# AmpC inh detg = qHTS Inhibitors of AmpC Beta-Lactamase (assay with detergent); Potency, µM (highest dose often 114 µM), for inactives: at the highest dose activity change, negative = inhibition, hits mostly inhibitors; AID 485294, 2010; 0.041% of 370,000 active; AmpC hydrolysis of nitrocefin, absorbance 480 nm, 0.01% Triton;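 also: potency is read from the fitted curve at half-maximal effect; 0% = no-compound wells and -100% = no-enzyme wells; nearly all actives have a fitted effect of over 25% in size; some results filed as inactive show a strong effect at the top dose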
#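 AmpC (5.3 nM in the dispensed reagent) in 20 mM phosphate pH 7.0 with 0.01% (detergent screen) or 0.0001% Triton X-100 was preincubated with compounds for 15 min at room temperature. Nitrocefin was then added from an 800 uM solution, and hydrolysis was followed at 480 nm.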
# Numbers without * were called inactive; ? = inconclusive; . = not tested or not shown; & = joins results of further samples; [ ] = remark or other dose. Unless noted, calls follow the shape of the dose curve; as a rule, active = well fitted curve in the direction sought with a large enough effect; inconclusive = small, poorly fitted or top-dose-only effect, or another doubt; inactive = no such curve, though single readings can be large; an effect the other way counts as inactive or inconclusive.
SMILES,Cycloheximide cs,Shiga inhibitor,HCMV inh,AmpC inh no detg,Giardia FBPA inh,AMA1-RON2 inh,AmpC inh detg
Cc1ccc(S(=O)(=O)/N=C(/NNC(=O)c2cccc(Cl)c2)c2ccccc2)cc1,33*,99*,97,-23%,-10%,65%[activator],-13%
CCc1ccc(NC(=S)NNC(=O)c2ccccc2OC(F)F)cc1,2,1,.,-26%,?,.,3%
O=S(=O)(NCc1ccc(F)cc1)c1cccc(S(=O)(=O)N2CCOCC2)c1,-3,-4,1,-4%,-1%,11%,3%
Cc1cccc2nc(CSCc3ccco3)cn12,31*,82*,159,-28%,?,-10%,-12%
O=C(COc1ccc2c3c(c(=O)oc2c1)CCC3)N1CCCCC1,25*,86*,2,-6%,.,12%,-5%
O=C(Cc1csc(Nc2nc(=S)[nH]c3ccccc23)n1)NCc1cccc(Cl)c1,-3,-7,9,-34%,0%,32%[activator],-6%
O=C(NCCCNC(=O)c1ccccn1)c1ccc(Br)cc1,-1,17,-3,-2%,2%,26%,-3%
Cc1cc(Cl)ccc1NNC(=O)CCc1ccccc1,-2,13,9,-1%,4%,-3%,4%
CCOC(=O)C1=C(C)OC(N)=C(C(=O)OCC)C1c1cccnc1 (stereo not given),3,30,9,-9%,8%,-3%,-1%
COc1ccc(OC)c(S(=O)(=O)N2CCC(C(=O)NC3CC3)CC2)c1,-4,-2,-4,-1%,12%,5%,2%
Cc1cc(C)n(-c2ccc(C(=O)N3CCN(S(=O)(=O)c4ccc(C(C)C)cc4)CC3)cc2)n1,.,.,9,29%,.,1%,-7%
O=C(c1ccc(F)cc1)N1CCN(c2cc(N3CCCCC3)c(F)cc2[N+](=O)[O-])CC1,1,-5,-21,51%,-6%,-11%,?
CCCOc1cc(CN2CCCCC2)cc(C(C)=O)c1,-3,17,17,.,-8%,2%,-8%
Clc1ccc(-n2cccc2CN2CCc3c([nH]c4ccccc34)C2c2ccccn2)nc1 (stereo not given),-1,2,-24,15%,-25%,19%,-4%
CC1(c2ccc(OC(F)F)cc2)NC(=O)N(CC(=O)Nc2ccc(N3CCCCC3)cc2)C1=O (stereo not given),.,.,-6,25%,.,?,-13%
Cc1cccc(NC(=O)CCNC(=O)c2ccco2)c1,7,23,-22,-2%,-2%,-2%,9%
Cc1ccc(OCCNC(=O)c2ccc(COc3ccccc3)o2)cc1,.,.,-21,?,.,-14%,?
O=C(NCCCc1ccccc1)c1ccccc1,40*,76*,33,-3%,2%,3%,?
O=C(CN1CCCCC1)N1N=C(c2cccs2)CC1c1cccs1 (stereo not given),-1,-4,-16,-8%,1%,0%,-13%
CCOC(=O)C1=C(C)NC(C)=C(C(=O)OCC)C1c1sccc1C,-3,-8,-19,21%,-5%,25%,-6%
COc1ccc(NC(=O)C2CCN(S(=O)(=O)c3cccc4cccnc34)CC2)cc1OC,1,18,37,-9%,-1%,.,?
CC1=C(/C=C/C(C)=N\NC(=O)c2ccncc2)C(C)(C)CCC1,13*,-11,?,-6%,-15%,121%[activator],4%
O=C(NCCCN1CCCC1=O)Nc1ccccc1F,19*,37*,-29,-12%,-3%,-9%,3%
COC(=O)Nc1ccc(S(=O)(=O)N2CCCC(C(=O)NC3CCS(=O)(=O)C3)C2)cc1 (stereo not given),-2,9,-9,-28%,2%,15%,-2%
Cc1nc2ccc(NS(=O)(=O)c3ccccc3F)cc2s1,.,.,-22,-20%,.,6%,?
CC(C)CCOc1ccc(C(=O)NN2C(=O)NC3(CCCCC3)C2=O)cc1,.,.,-19,-8%,.,1%,-19%
Cc1ccc(CNC(=O)CSCc2ccccc2F)cc1,39*,55,57,-15%,3%,-17%,3%
CC(C)(C)c1nnc2sc(SCC(=O)NCc3ccco3)nn2c1=O,.,.,0,-47%,.,25%,2%
O=S(=O)(c1ccc(N2CCN(S(=O)(=O)c3ccccc3)CC2)nc1)N1CCCC1,-4,-8,48,-11%,4%,-18%,1%
O=C(CN1CCN(C(=O)C2COc3ccccc3O2)CC1)Nc1ccc(F)cc1 (stereo not given),-2,-9,26,-1%,5%,-6%,-4%
COc1ccc(C(=O)NCCSc2ccccc2C)cc1,46*,48*,85,-15%,10%,-2%,-14%
CCCOC1CCCN(C(=O)c2ccc(OC3CCN(C(=O)CCOC)CC3)cc2)C1 (stereo not given),16*,52,-11,49%,.,3%,-3%
O=CN1CCN(C(C(=O)NC2CCCC2)c2cc3c(cc2[N+](=O)[O-])OCO3)CC1 (stereo not given),10,9,23,-9%,-18%,3%,2%
COc1ccc(-c2csc(N(CC3CCCO3)C(=O)c3ccco3)n2)cc1 (stereo not given),0,5,33,5%,-9%,-17%,-8%
COc1ccc(Cl)cc1NS(=O)(=O)c1cccc(C(=O)NC2CC2)c1,.,.,-2,-3%,.,-2%[11.6 µM],.
CN(CC(=O)NCCc1ccc(Cl)cc1)S(=O)(=O)c1cccs1,22*,34*,-39,-7%,-1%,-9%,-6%
COc1cc(OC)c(OC)cc1/C=N/N(C)c1ccccc1,17,33,-30,96%[activator],-2%,32µM*,-10%
COC(=O)N1C(=O)[C@](c2ccccc2)(C2CCCCC2)N1C(=O)OC,16,12,54,67%[activator],2%,5%,4%
Cc1cc(C)n(-c2nnc(N3CCN(c4ccccc4)CC3)nn2)n1,22*,36*,-12,8%,?,-3%,-12%
S=C1N[C@H]2CCCC[C@@H]2N1,-2,19,-35,-6%,1%,4%,0%
Cc1nn(-c2ncc(C(F)(F)F)cc2Cl)c(=O)n1-c1cccc(F)c1,-2,-7,-21,-10%,3%,0%,-3%
COc1ccc(O[C@H]2C=C[C@@H](c3ccccc3)O[C@@H]2COC(=O)CC/C(C)=N/OC[C@@H](O)COCc2ccco2)cc1,7,18,.,222%[activator],-3%,.,-16%
CCOc1ccccc1C(=O)NCC(=O)NNC(=O)c1cccs1,.,.,-1,-17%,.,23%,.
CC(=O)Nc1nc(C=C(Cl)Cl)cs1,-2,23,64,-32%,-9%,-6%,-3%
S=C(Nc1cccc(Cl)c1)Nc1ccccc1Oc1ccccc1,-2,-7,-33,-35%,-6%,-10%,-10%
Cc1cc2nc(-c3ccc(=O)[nH]c3)n(C)c2cc1C,-1,-4,?,-20%,-5%,24%,4%
CCc1ccc(N(C(=O)c2csnn2)C(C(=O)NC(C)(C)CC)c2cccnc2)cc1 (stereo not given),0,12,15,44%,3%,20%,2%
O=c1[nH]c(=O)n(Cc2ccco2)c(O)c1C=NCc1cccs1,-1,-9,7,.,2%,-9%,-1%
COc1ccccc1NS(=O)(=O)c1cc(C(=O)NCC(C)(C)N2CCOCC2)ccc1C,.,.,-11,-1%,.,6%,?
O=C(NCC1CCCO1)c1ccc(NC(=O)C2CC=CCC2C(=O)O)cc1 (stereo not given),-5,-14,-30,.,-4%,5%,0%
COc1ccc(NS(=O)(=O)c2ccc(N3CCCCC3)c(N)c2)cc1,.,.,?,-21%,.,-2%,3%
O=C(O)CCCC(=O)Nc1ccccc1SCCS(=O)(=O)c1ccc(Cl)cc1,-3,1,13,-10%,-3%,10%,-19%
Cc1cc(Cl)ccc1OCC(=O)NCCOc1nc(N2CCCCC2)nc(N2CCOCC2)n1,2,-8,-4,-9%,4%,-13%,-3%
COc1cc(C(=O)NCc2nnc(SCC(=O)Nc3cc(C)on3)o2)cc(OC)c1OC,-2,-4,25,-14%,5%,19%,4%
CC(C)(CNC(=O)c1ccc(S(=O)(=O)Nc2cccc(C(F)(F)F)c2)cc1)N1CCOCC1,.,.,5,23%,.,10%,-2%
O=S(=O)(c1ccc(N2CCOCC2)nc1)N(Cc1ccccn1)Cc1ccccn1,-1,2,67,2%,0%,-8%,-1%
Cc1cc(-c2onc(C)c2C(=O)Nc2ccc(C(F)(F)F)cc2)no1,13,-6,0,-4%,9%,13%,3%
O=C(CSc1ncn[nH]1)CSc1ncn[nH]1,-5,-18,14,-18%,?,15%,0%
COc1ccc(-c2cc(-c3nnc(COC(=O)c4ccc(O)cc4)o3)c3ccccc3n2)cc1OC,-2,-4,-28,23%,-4%,87%[activator],4%
Cc1cnc(C(=O)Nc2ccccc2C(=O)N2CCOCC2)cn1,-3,-9,3,-9%,3%,12%,?

# Given with two lines to a compound: 2 of the compounds above
# The line under a structure holds: Cycloheximide cs	Shiga inhibitor	HCMV inh	AmpC inh no detg	Giardia FBPA inh	AMA1-RON2 inh	AmpC inh detg
- Cc1cnc(C(=O)Nc2ccccc2C(=O)N2CCOCC2)cn1
→ -3	-9	3	-9%	3%	12%	?
- O=C(CSc1ncn[nH]1)CSc1ncn[nH]1
→ -5	-18	14	-18%	?	15%	0%

# 2 successive compounds from above, quoted:
SMILES,Cycloheximide cs,Shiga inhibitor,HCMV inh,AmpC inh no detg,Giardia FBPA inh,AMA1-RON2 inh,AmpC inh detg
Cc1cccc2nc(CSCc3ccco3)cn12,31*,82*,159,-28%,?,-10%,-12%
O=C(COc1ccc2c3c(c(=O)oc2c1)CCC3)N1CCCCC1,25*,86*,2,-6%,.,12%,-5%

# Remaining list, next part:
SMILES,Cycloheximide cs,Shiga inhibitor,HCMV inh,AmpC inh no detg,Giardia FBPA inh,AMA1-RON2 inh,AmpC inh detg
CCc1noc(C)c1C(=O)N(CC(C)C)c1c(N)n(Cc2ccccc2)c(=O)[nH]c1=O,.,.,-20,-7%,.,-5%,-3%
CN(CCO)c1nc(N)c2c(N)nc3c(c2c1C#N)CC(=O)N3C1CCCC1,-2,-7,.,96%[activator],?,.,6%
NC(=O)c1ccc(-c2ncc(-c3ccccc3)o2)cc1,44*,85*,3,-10%,1%,3%,5%
Cc1ccc(NS(=O)(=O)c2ccc(C(=O)NCC(c3ccco3)N(C)C)cc2)cc1 (stereo not given),2,-36,15,0%,.,7%,1%
O=c1[nH]c(C2CCCN(S(=O)(=O)c3ccccc3)C2)nc2c1nnn2Cc1ccc(OC(F)(F)F)cc1 (stereo not given),-11,1,8&-3,-17%,.,2%,-8%&16%
O=C(Cc1ccc(Br)cc1)NC1CCSC1=O (stereo not given),-9,17,-28,-18%,8%,7%,-12%
Cc1ccc(SCc2cn3c(C)csc3n2)cc1,44*,74*,67,-15%,-23%,-17%,?
Cc1ccc(C(=O)N[C@H](C(=O)OCC(=O)Nc2cccc(S(N)(=O)=O)c2)C(C)C)cc1,2,-2,?,-16%,0%,13%,-1%
CC(Oc1ccccc1F)C(=O)NNC(=O)c1cc2ccccc2o1 (stereo not given),-2,27,2,-14%,8%,37%[activator],1%
CCN(CC)C(=O)C(=O)Nc1ccc(F)c(Cl)c1,28*,88*,163,-4%,6%,-14%,6%
